HEK293 viab: GF-AFC viability counterscreen for inhibitors of alpha-synuclein gene (SNCA) expression. HEK-293-SNCA-luc viability, GF-AFC fluorescence, 24 h. Potency, µM (series often up to 57.1 µM), inactives show top-dose activity change, negative = cytotoxicity, usual class: cytotoxic. actives 0.12% (n = 150,000). AID 1671193, 2021;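 also: potency is read from the fitted curve at half-maximal effect; 0% = DMSO-treated cells and -100% = medium-only wells without cells; nearly all actives have a fitted effect of over 30% in size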
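HEK-293-SNCA-luc cells (1500/well) plated 24 h, then exposed 24 h to a dilution series; GF-AFC added 30 min at 37C, fluorescence 405/540 nm; normalised to medium-only and DMSO wells, Hill fit.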
FLuc inh: Firefly luciferase inhibition profiling of diverse chemical library using quantitative high-throughput screening | purified P. pyralis luciferase, luminescence, biochemical | Luciferin 4-monooxygenase (Photinus pyralis), P08659 | actives 2.5% (n = 76,000) | Potency, µM (series often up to 115 µM), without a hit: top-dose activity change, negative = inhibition, actives largely listed as inhibitors; also: potency is read from the fitted curve at half-maximal effect; nearly all actives have a fitted effect of over 65% in size
Target sequence (P08659 whole entry, looked up): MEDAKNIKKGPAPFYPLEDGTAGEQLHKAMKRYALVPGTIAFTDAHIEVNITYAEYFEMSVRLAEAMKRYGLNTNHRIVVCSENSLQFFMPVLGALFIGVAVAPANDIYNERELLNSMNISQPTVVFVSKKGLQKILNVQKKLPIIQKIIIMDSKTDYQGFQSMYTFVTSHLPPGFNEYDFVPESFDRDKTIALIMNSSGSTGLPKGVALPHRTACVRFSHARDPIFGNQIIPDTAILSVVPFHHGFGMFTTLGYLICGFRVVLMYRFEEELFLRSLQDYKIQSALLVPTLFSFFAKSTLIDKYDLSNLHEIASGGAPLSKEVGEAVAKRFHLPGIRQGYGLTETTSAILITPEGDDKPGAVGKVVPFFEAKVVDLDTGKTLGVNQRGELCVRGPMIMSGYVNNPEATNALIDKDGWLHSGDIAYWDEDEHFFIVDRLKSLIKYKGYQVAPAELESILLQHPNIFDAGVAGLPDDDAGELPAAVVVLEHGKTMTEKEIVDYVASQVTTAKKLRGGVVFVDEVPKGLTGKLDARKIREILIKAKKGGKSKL
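Cell-free enzyme assay, 10nM P. pyralis luciferase, luciferin and ATP each at 10uM. Inhibition profiled over a 6-point titration, read as luminescence.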
GPT2 inh: Primary qHTS assay for inhibitors of Glutamate pyruvate transaminase 2 (GPT2); actives 0.25% (n = 100,000); Recombinant GPT2, coupled pyruvate oxidase/HRP Amplex Red fluorescence; Potency, µM (series often up to 57.7 µM), without a hit: top-dose activity change, negative = inhibition, most hits filed as inhibitors; Alanine aminotransferase 2 (Homo sapiens), Q8TD30; AID 1671188, 2021; also: potency is read from the fitted curve at half-maximal effect; nearly all actives have a fitted effect of over 60% in size; many of its hits are not listed in these tables
Target sequence (Q8TD30 whole entry, looked up): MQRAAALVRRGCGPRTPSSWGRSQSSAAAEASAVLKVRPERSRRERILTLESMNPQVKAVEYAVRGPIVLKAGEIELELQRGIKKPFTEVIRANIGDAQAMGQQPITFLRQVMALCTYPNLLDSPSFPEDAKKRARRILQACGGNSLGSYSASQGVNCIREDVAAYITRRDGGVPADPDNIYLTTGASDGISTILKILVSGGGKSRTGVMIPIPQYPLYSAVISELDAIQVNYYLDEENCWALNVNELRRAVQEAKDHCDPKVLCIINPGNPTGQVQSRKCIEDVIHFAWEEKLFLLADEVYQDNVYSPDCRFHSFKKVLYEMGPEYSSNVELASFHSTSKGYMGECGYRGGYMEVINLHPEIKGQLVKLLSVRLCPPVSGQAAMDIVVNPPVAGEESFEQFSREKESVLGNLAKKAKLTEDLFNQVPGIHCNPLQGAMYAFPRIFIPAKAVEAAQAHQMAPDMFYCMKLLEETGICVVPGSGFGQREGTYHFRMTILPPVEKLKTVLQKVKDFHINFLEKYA
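Recombinant GPT2 (10ng/uL) with 250uM a-KG and 2mM L-alanine, 30 min at room temperature, in HEPES pH 7.5 buffer. Pyruvate detected by pyruvate oxidase/HRP/Amplex Red fluorescence after 30 min in the dark; AOA (50uM) as positive control.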
IP6K1 inh: Primary qHTS assay for small molecule inhibitors of Inositol hexaphosphate kinase 1 (IP6K1); IP6K1 kinase, ADP-Glo luminescence, 2 h; hits give low values; actives 0.81% (n = 140,000); activity change, % (series mostly up to about 58 µM); in the data active = activity change below about -25%
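ADP-Glo luminescence measures ADP made by human IP6K1 during a 2 h RT reaction with ATP/IP6 (mix at 1.3 mM/130 uM); top library doses 57.5 and 19.1 uM final.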
SNCA expr inhib: Primary qHTS assay for inhibitors of alpha-synuclein gene (SNCA) expression; HEK-293 SNCA-luciferase knock-in, luminescence, 24 h; Potency, µM (titrated, usually from 57.2 µM), for inactives: at the highest dose activity change, negative = inhibition, most hits filed as inhibitors; actives 0.17% (n = 140,000);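 also: potency is read from the fitted curve at half-maximal effect; plate controls were DMSO cells for no effect and cell-free wells for full effect; nearly all actives have a fitted effect of over 45% in size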
HEK cytotox: Cytotoxic Profiling in HEK 293 Cell Line of Diverse Libraries Using Quantitative High-Throughput Screening; HEK 293 viability, ATP luminescence (CellTiter-Glo), 48-72 h; Potency, µM (titrated, usually from 115 µM), without a hit: at the top dose activity change, negative = cytotoxicity, most hits filed as inhibitors; actives 6.6% (n = 94,000); also: potency is read from the fitted curve at half-maximal effect; nearly all actives have a fitted effect of over 60% in size
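Read-out: CellTiter-Glo ATP luminescence. Cells: HEK 293, 250 cells/well. Exposure: 48 or 72 hr, 37 degree Celsius.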
3T3 cytotox: Cytotoxic Profiling in NIH 3T3 Cell Line of Diverse Libraries Using Quantitative High-Throughput Screening; NIH 3T3 viability, CellTiter-Glo ATP luminescence, 48-72 h; Potency, µM (top dose mostly 96.7 µM), without a hit: at the highest dose activity change, negative = cytotoxicity, hits mostly inhibitors; actives 4.3% (n = 94,000); also: potency is read from the fitted curve at half-maximal effect; nearly all actives have a fitted effect of over 55% in size
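Mouse fibroblast NIH 3T3 cells, 400 per well, received compound via pintool and were incubated for 48 or 72 hr prior to CellTiter-Glo ATP luminescence measurement.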
* marks the source's active call; other numbers are inactive results; i = inactive; ? = inconclusive; nt = no result given; [ ] = dose if it differs, or a comment. Unless noted, calls follow the shape of the dose curve; as a rule, active = well fitted curve in the direction sought with a large enough effect; inconclusive = small, poorly fitted or top-dose-only effect, or another doubt; inactive = no such curve, though single readings can be large; an effect the other way counts as inactive or inconclusive. Unless noted, % is scaled to controls: 0 for no effect and ±100 for the full control effect.

SMILES | HEK293 viab | FLuc inh | GPT2 inh | IP6K1 inh | SNCA expr inhib | HEK cytotox | 3T3 cytotox
O=C(NCc1ccccc1F)C1CN(C2CCCC2)C(=O)N1 (centres undefined) | -8%[12.5 µM] | nt | 0%[88.5 µM] | -12 | -9%[87.6 µM] | -25%[172 µM] | -23%[138 µM]
Cc1ccc(C(=O)NCc2nnc3c(-c4nc(C)no4)cccn23)cc1 | -17% | -3% | i | 11 | ? | i | 4%
COc1ccc(CC(=O)NCc2ccc3c(c2)CCN3C(=O)c2ccc(Cl)cc2)cc1OC | ? | nt | nt | 52 | -22% | nt | nt
Cc1ccc(-c2cc(NC(=O)C(C)Oc3ccccc3F)on2)cc1 (centres undefined) | 16% | nt | nt | 21 | 14% | nt | nt
Cc1nc2cccnc2n1CC1CCCN(S(=O)(=O)c2ccc(C(F)(F)F)cc2)C1 (centres undefined) | 6% | -4% | i | -1 | 1% | ? | -20%
C[C@H](C(=O)N1Cc2ccccc2CC2(CCN(C)CC2)C1)c1ccccc1 | 6% | nt | -2% | -5 | -10% | ? | -29%
O=C(N[C@@H]1CCOC[C@H]1O)c1cnn2cc(CCO)cnc12 | 5% | 6% | 4% | -8 | -19% | 0% | -1%
O=C(Nc1ccc(F)c(F)c1)c1cc2n(n1)CC(c1ccc(Cl)cc1)OC2 (centres undefined) | 4% | -3% | i | 29 | 15% | ? | ?
CC(C)=CCc1cc2c(cc1O)OC[C@H]1c3ccc(O)cc3O[C@@H]21 | -12% | nt | ? | 0 | nt | nt | nt
COCCNC(=O)c1nc2sccn2c1-c1cccc(C(F)(F)F)c1 | -4% | nt | 4% | 8 | 3% | 4% | -8%
Cc1ccccc1Cn1c(=O)n(CC2CCC(C(=O)N3CCC(C)CC3)CC2)c(=O)c2sccc21 (centres undefined) | ? | nt | nt | 5 | ? | nt | nt
COCCNC(=O)c1ccc2c(c1)N(C)C(CC(=O)N1CCC(O)CC1)CO2 (centres undefined) | 7% | 0% | i | -10 | 13% | -1% | -26%
CN(C)S(=O)(=O)N1CCCC(c2nc(-c3cccnc3)no2)CCNC(=O)CC1 (centres undefined) | -1% | -1% | -9% | 18 | 11% | i | -11%
O=C(CSc1nc(-c2ccccc2)cn1-c1ccccc1F)Nc1ccc(F)cc1 | ? | nt | nt | -1 | ? | nt | nt
COc1cccc(-c2cccc(CN)c2)c1 | 6%[87.6 µM] | nt | -6%[88.5 µM] | -13 | 33%[activator][87.6 µM] | -26%[172 µM] | ?
Cc1ccc(NC(=O)N2CC(C(=O)N(C)C)C3(CCOCC3)C2)cc1Cl (centres undefined) | 6% | -2% | i | 3 | -3% | 1% | -2%
CCN(CC1CCOCC1)C(=O)c1cc(COc2ccccc2F)[nH]n1 | -15% | 1% | -3% | 10 | 20% | -11% | -1%
CCc1ccc(Nc2nc3c(S(=O)(=O)c4cccc(Cl)c4)nnn3c3ccsc23)cc1 | 5% | nt | nt | -5 | -2% | nt | nt
COc1ccccc1C(=O)Nc1ccc2oc(-c3cccc4c(Br)cccc34)nc2c1 | 4% | nt | nt | -1 | 46%[activator] | nt | nt
CC1C(=O)Nc2ccc(S(=O)(=O)Nc3ccccc3Br)cc2NC1=O (centres undefined) | -14% | nt | nt | -4 | 0% | nt | nt
Cc1sc2ncn(CC(=O)N3CCN(c4cccc(Cl)c4)CC3)c(=O)c2c1S(=O)(=O)N1CCN(c2ncccn2)CC1 | -17% | nt | nt | 25 | -14% | nt | nt
COCCN1CCOc2nc(-c3ccc(C(=O)N(C)C)cc3)ncc2C1=O | 3%[87.6 µM] | -22%[172 µM] | 1%[88.5 µM] | -2 | 23%[87.6 µM] | -12%[172 µM] | ?
O=C(N[C@@H]1CCC[C@@H]1C(=O)N1CCN(c2ccccn2)CC1)c1ccncc1 | -1% | 0% | i | 26 | -30% | i | -5%
Cc1nc(-c2cnccn2)n(CC(=O)Nc2cccc(Cl)c2)c(=O)c1C | -17% | -4% | i | 0 | 1% | ? | -26%
O=C(c1cc(F)ccc1F)N1CC(Oc2ccccc2-c2nc(C3CC3)no2)C1 | 2% | nt | 0% | 21 | -13% | ? | ?
Cc1nc2cnccn2c1C(=O)N1CCOCC1 | nt | nt | nt | 6 | nt | i | -4%[138 µM]
Cc1cc(C)c(-c2n[nH]c3c2C(c2ccccc2F)N(Cc2ccco2)C3=O)c(O)c1 (centres undefined) | -20% | nt | nt | -4 | -24% | nt | nt
O=S(=O)(c1ccc(Br)cc1)c1nnn2c1nc(Nc1cccc(C(F)(F)F)c1)c1sccc12 | 3% | nt | nt | -2 | 14% | nt | nt
O=C1COc2cc(S(=O)(=O)CCC(=O)N3CCN(c4ccccc4)CC3)c(Cl)cc2N1 | 2% | nt | nt | -12 | -17% | nt | nt
COc1ccc(-c2n[nH]c3c2CC(=O)N(c2ccccc2)C3)cn1 | 1%[87.6 µM] | -11%[172 µM] | 1%[88.5 µM] | 10 | 1%[87.6 µM] | ? | ?
CC(C)n1nc(OC(C)(C)C(=O)NC2CCC(O)CC2)c2cc(CN3CCOCC3)ccc21 (centres undefined) | -1% | -10% | ? | 8 | 63%[activator] | -12% | ?
COc1ccc(C2Cn3nnc(C(=O)N4CCN(C(=O)c5cccc(F)c5)CC4)c3CO2)cc1 (centres undefined) | 3% | 7% | i | -15 | -12% | ? | ?
CC(=O)Nc1ccc([S+](=O)([O-])NC2CCN(CCn3nc4n(c3=O)CCCC4)C2)cc1 (centres undefined) | nt | nt | nt | 21 | nt | 1% | 0%
CCCOc1nccnc1NC1CCN(C(=O)c2ccsc2)CC1 | 10% | 15% | -20% | 0 | -18% | -30% | -6%
Cc1ccc(Nc2c(-c3ccc(C)cc3)nc3ccc(C)cn23)cc1 | -1% | nt | nt | 36 | 92%[activator] | nt | nt
COc1cccc(CN2Cc3cc(NC(=O)c4cccs4)ccc3OCC2=O)c1 | -7% | -4% | 0% | -6 | -18% | ? | ?
CCOc1cc(C(=O)Nc2ccc(-c3nc4cc(Cl)ccc4o3)cc2)cc(OCC)c1OCC | ? | nt | nt | 8 | 18% | nt | nt
O=C(c1ccccc1C(F)(F)F)N1CCOc2ccc(CN3CCOCC3)cc2C1 | -4% | 1% | i | 13 | -13% | 8% | i
Cc1ccc(C(=O)Nc2cccn3nc(C4CCC4)nc23)cc1C | -10% | ? | 3% | 17 | 16% | ? | ?
CCN1C(=O)C2CC3(CCN(C(=O)c4cc5ccc(OC)cc5[nH]4)CC3)CN2C1=O (centres undefined) | 14% | -8% | -19% | -3 | 35%[activator] | -30% | -25%
CNC(=O)c1cc(-c2ccc([S+](C)(=O)[O-])cc2)cc2c1OCCN2Cc1cccnc1 | 0%[87.6 µM] | -27%[172 µM] | ? | -7 | -3%[87.6 µM] | -23%[172 µM] | 8.9µM*
Cc1cc2ncc(C(=O)NCc3ccccc3Cl)cn2n1 | -2%[87.6 µM] | nt | 3%[88.5 µM] | -5 | -6%[87.6 µM] | -17%[172 µM] | -19%[138 µM]
COCc1cc(C[C@@H]2C[C@H](NC(=O)c3ccco3)C2(C)C)no1 | 1%[87.6 µM] | 6%[172 µM] | 4%[88.5 µM] | -1 | -2%[87.6 µM] | -22%[172 µM] | -19%[138 µM]
O=C1CC(c2ccccc2)N(C(=O)CNC(=O)Cn2ccnc2)CCCCCN1 (centres undefined) | 2% | -9% | i | 1 | 10% | -1% | -2%
COc1ccc(CCC(=O)N2CCCOCCNC(=O)[C@@H]3CCCC[C@@H]32)cc1 | -3% | -5% | i | 0 | -19% | -1% | -12%
CC(C)CC(=O)N1CCC(Oc2ccccc2-c2nc(C3CCOCC3)no2)C1 (centres undefined) | -18% | 5% | i | 13 | -1% | -38% | ?
Cc1cc(C(=O)NCC(C)C)c2c(C3CCNC3)noc2n1 (centres undefined) | 5%[87.6 µM] | nt | 5%[88.5 µM] | -1 | -14%[87.6 µM] | i | 3%[138 µM]
O=C(Nc1ccc(Cl)cc1)c1ccc2c(c1)n(Cc1ccccc1)c(=O)c1ccnn12 | -14% | -10% | -8% | -6 | 120%[activator] | ? | -31%
CCN1CCN(CCNC(=O)C2Cn3cccc3C(=O)N2Cc2cccnc2)CC1 (centres undefined) | -5% | 1% | -8% | -10 | -3% | 4% | -3%
CCOc1ccccc1NC(=O)Cn1c(-c2ccccc2)nc(C)cc1=O | 4% | -3% | -1% | -7 | 3% | ? | -27%
Oc1ccc(-c2nc(C3CC3)nc3c2CCN(Cc2ccccc2C(F)(F)F)CC3)cc1 | -26% | -3% | i | 17 | -27% | 32µM* | 32µM*
O=C1c2c(nc(COc3ccc(F)cc3)n2Cc2ccccc2)NCCN1CCOc1ccccc1 | 10% | -3% | 0% | -15 | 4% | ? | ?
Cc1ccc(C)c(Cn2c(=O)n(Cc3ccc(C(=O)NC4CCN(Cc5ccccc5)CC4)cc3)c(=O)c3ccccc32)c1 | 10% | nt | nt | -10 | 26% | nt | nt

Ordered by count of non-hydrogen atoms (low to high): some entries from above
SMILES | HEK293 viab | FLuc inh | GPT2 inh | IP6K1 inh | SNCA expr inhib | HEK cytotox | 3T3 cytotox
COCc1cc(C[C@@H]2C[C@H](NC(=O)c3ccco3)C2(C)C)no1 | 1%[87.6 µM] | 6%[172 µM] | 4%[88.5 µM] | -1 | -2%[87.6 µM] | -22%[172 µM] | -19%[138 µM]
Cc1ccc(C(=O)Nc2cccn3nc(C4CCC4)nc23)cc1C | -10% | ? | 3% | 17 | 16% | ? | ?
CN(C)S(=O)(=O)N1CCCC(c2nc(-c3cccnc3)no2)CCNC(=O)CC1 (centres undefined) | -1% | -1% | -9% | 18 | 11% | i | -11%
CCN1C(=O)C2CC3(CCN(C(=O)c4cc5ccc(OC)cc5[nH]4)CC3)CN2C1=O (centres undefined) | 14% | -8% | -19% | -3 | 35%[activator] | -30% | -25%
CC(=O)Nc1ccc([S+](=O)([O-])NC2CCN(CCn3nc4n(c3=O)CCCC4)C2)cc1 (centres undefined) | nt | nt | nt | 21 | nt | 1% | 0%
Oc1ccc(-c2nc(C3CC3)nc3c2CCN(Cc2ccccc2C(F)(F)F)CC3)cc1 | -26% | -3% | i | 17 | -27% | 32µM* | 32µM*
COc1ccc(CC(=O)NCc2ccc3c(c2)CCN3C(=O)c2ccc(Cl)cc2)cc1OC | ? | nt | nt | 52 | -22% | nt | nt
CCOc1cc(C(=O)Nc2ccc(-c3nc4cc(Cl)ccc4o3)cc2)cc(OCC)c1OCC | ? | nt | nt | 8 | 18% | nt | nt

Assay outcomes: PubChem BioAssay, National Center for Advancing Translational Sciences (NCATS)
